PKA-R2B act = activators of PKA-R2B holoenzyme, primary screen, biochemical, fluorescence polarization, Cy5-IP20, human; activation, % at 11.4 µM; hit rate 0.079% among 340,000; PKA-R2B holoenzyme dissociation; R2B truncated from residue 108, S112A mutant; 0% DMSO only, 100% 113 µM cGMP; cAMP-dependent protein kinase catalytic subunit beta (Homo sapiens) + cAMP-dependent …; AID 504700, 2011;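 active = activation above a cutoff set at the mean over all compounds plus 3 SD, cut at about 18% in these data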;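 also: higher means more holoenzyme dissociation and a rise in polarization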
Target sequence (P31323 whole entry, looked up, other chains not shown, the tested form may be a part): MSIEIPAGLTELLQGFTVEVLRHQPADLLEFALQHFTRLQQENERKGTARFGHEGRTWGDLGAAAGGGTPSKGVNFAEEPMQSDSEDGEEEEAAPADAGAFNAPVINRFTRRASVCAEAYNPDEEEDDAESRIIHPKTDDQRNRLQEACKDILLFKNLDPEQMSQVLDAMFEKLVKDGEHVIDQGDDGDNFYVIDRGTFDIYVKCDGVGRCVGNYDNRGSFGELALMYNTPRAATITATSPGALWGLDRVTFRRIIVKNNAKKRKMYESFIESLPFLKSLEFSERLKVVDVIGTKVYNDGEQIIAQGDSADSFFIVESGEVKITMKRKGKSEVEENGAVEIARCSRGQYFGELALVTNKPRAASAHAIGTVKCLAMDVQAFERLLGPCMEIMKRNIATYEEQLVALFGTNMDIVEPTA
phage Ecoli inh = growth loss of phage-infected E. coli, primary screen, RecBCD inhibitor project, absorbance, with phage, HTS; inhibition, % at 11.9 µM; hit rate 0.26% among 360,000; AID 651602, 2012; in the data active = inhibition above about 11%
PfHsp90 set2 = growth inhibition of PfHsp90-expressing yeast, primary screen, antimalarial PfHsp90 inhibitor project, S. cerevisiae, BacTiter-Glo luminescence, single point, set 2; BacTiter-Glo ATP, 48 h; yeast lacking PDR1 and PDR3 efflux regulators; inhibition, % at 9.4 µM; hit rate 0.32% among 310,000; AID 504621, 2011;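 active = every replicate shows inhibition above about 80%, whatever the replicate mean, limit read from the data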;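 also: 0% = DMSO neutral controls and 100% = 20 µM radicicol positive controls; yeast relying on Plasmodium falciparum Hsp90 in place of its own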
Tat transport = E. coli Tat export inhibitors, primary screen, MC4100, TorA-mCherry reporter, fluorescence, single point | inhibition, % at 10 µM | hit rate 0.036% among 340,000;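 active = mean replicate inhibition at least 50% and at least half of replicates individually reaching 50%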;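 also: exported cargo escapes ClpAP degradation while cytoplasmic cargo is degraded and loses fluorescence; 0% = median of neutral control wells and 100% = median of NaSCN control wells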
Mot1-301 SUMO = yeast Mot1-301 growth rescue at high temperature, primary screen, SUMOylation pathway inhibitor project, S. cerevisiae, ATP luminescence, 38.5C. S. cerevisiae Mot1-301 growth rescue; percent above DMSO median, 100 means doubled. growth rescue, % at 18.8 µM. hit rate 1% among 320,000. AID 2716, 2010;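 active = every valid replicate shows activation above 250% relative to neutral control wells; inactive = the rest, any valid replicate at or below 250%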;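 also: OY570 slx delta 5 strain wells were the positive control but not used for scaling; some compounds called inactive have numbers as strong as hits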
AddAB inh = growth inhibition of E. coli expressing H. pylori AddAB, primary screen, AddAB inhibitor project, absorbance; hit rate 0.29% among 330,000; AID 435030, 2010; inhibition, % at 11.9 µM; in the data active = inhibition above about 12%;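 also: 0% = vehicle wells of infected cells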
OPRM1-OPRD1 ag = agonists of OPRM1-OPRD1 heterodimerization, primary screen, cell-based, luminescence. activation, % at 9.3 µM. cells. hit rate 0.3% among 340,000; in the data active = activation above about 18%;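 also: 0% = vehicle-treated cells and 100% = reference agonist; values of inactives mirror those of a sister screen read the other way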
HTR5A inv ctr = HTR5A inverse agonists in luminescence cell assay, primary screen, counter-screen for OPRM1-OPRD1 heterodimer inverse agonist project, full-deck HTS; HTR5A cell line, inverse agonism; inhibition, % at 9.3 µM; hit rate 0.083% among 340,000; in the data active = inhibition mostly above about 23%, no sharp cut-off; inactive = mostly below about 18%;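 also: 0% = cells with DMSO and 100% = no-cell wells with DMSO; some compounds called inactive have numbers as strong as hits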
Target sequence (P47898 whole entry, looked up): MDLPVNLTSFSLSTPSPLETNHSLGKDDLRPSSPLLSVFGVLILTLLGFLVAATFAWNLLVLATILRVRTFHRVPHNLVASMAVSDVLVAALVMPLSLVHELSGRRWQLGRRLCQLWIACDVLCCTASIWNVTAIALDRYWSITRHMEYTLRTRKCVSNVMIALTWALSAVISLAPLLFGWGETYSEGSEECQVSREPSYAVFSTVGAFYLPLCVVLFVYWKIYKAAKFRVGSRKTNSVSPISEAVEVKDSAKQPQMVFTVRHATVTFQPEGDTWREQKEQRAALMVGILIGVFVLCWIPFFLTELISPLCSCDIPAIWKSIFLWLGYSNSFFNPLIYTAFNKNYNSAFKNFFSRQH
PKA-R1A act = activators of PKA-R1A holoenzyme, primary screen, biochemical, fluorescence polarization, Cy5-IP20, bovine R1A, mouse PKAc. cAMP-dependent protein kinase type I-alpha regulatory subunit (Bos taurus) + …. PKA-R1A dissociation; scaled: DMSO 0%, 113 µM cGMP 100%. activation, % at 11.4 µM. hit rate 0.083% among 340,000. AID 504707, 2011;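 active = percent activation above the mean of all tested compounds plus 3 SD, cut at about 19% in these data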;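 also: higher means more PKAc released from R1A so a rise in polarization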
OPRM1-OPRD1 inv = inverse agonists of MOR-DOR heterodimerization, primary screen, cell-based, luminescence | Mu-type opioid receptor (Homo sapiens) + Delta-type opioid receptor (Homo sapiens), … | cell-based MOR-DOR heterodimer luminescence, inverse agonism | inhibition, % at 9.3 µM | hit rate 0.21% among 340,000 | AID 504357, 2011; in the data active = inhibition above about 22%, passing the limit was not always enough;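 also: 0% = cells with DMSO and 100% = wells without cells with DMSO; values of inactives mirror those of a sister screen read the other way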
Ecoli viability = E. coli V3065 growth inhibition, primary screen, counter-screen for AddAB inhibitor project, absorbance, OD600. 18 h. inhibition, % at 11.9 µM. hit rate 0.27% among 330,000. AID 449728, 2010;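 active = inhibition above the campaign's mean inhibition across all tested compounds plus 3 SD, cut at about 9.9% in these data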;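 also: uninfected addAB+ strain grown without phage in ampicillin broth; 0% = DMSO wells and 100% = ciprofloxacin 0.95 µg/ml wells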
Starred values were filed as active, the others as inactive; x = no result given. Compounds as they come; 2.2% or so of the library scored in one or more.

Sample of the layout (9 entries):
SMILES	PKA-R2B act	phage Ecoli inh	PfHsp90 set2	Tat transport	Mot1-301 SUMO	AddAB inh	OPRM1-OPRD1 ag	HTR5A inv ctr	PKA-R1A act	OPRM1-OPRD1 inv	Ecoli viability
CC(=O)NC(CC(=O)Nc1cccc(S(=O)(=O)N2CCOCC2)c1)c1ccccc1 (stereo not given)	0	2.9	-9	0	x	x	-0.9	14	-5	6	x
COc1ccccc1-n1cnnc1SCC(=O)Nc1cc(C)on1	1	2.5	4	-1	3	-1.7	-1.7	9	-11	12	-1.7
CC(=O)c1cccc(N(CC(=O)NC2CCCC2)C(=O)CNC(=O)c2cccs2)c1	7	0.0	-1	-1	-9	5.6	-3.4	-25	7	18	-1.5
CCCSc1nnc2n(N)c(=O)c3ccccc3n12	8	2.3	9	3	147	-1.0	-1.8	-3	6	9	0.8
COCCNC(=O)COc1ccc(C)c(C)c1	-4	0.8	5	-1	-17	1.9	-0.2	-9	7	1	0.4
CN1CCC(N(C)S(=O)(=O)c2ccc(NC(=O)COc3ccc(F)cc3Cl)cc2)CC1	5	2.5	-22	-1	-20	4.2	-3.0	-10	2	16	5.8
COc1ccc(C2c3ccc(O)cc3Oc3ncn(CCCO)c(=N)c32)cc1 (stereo not given)	0	4.7	24	5	3	-1.6	-2.6	0	-12	13	-0.6
COc1ccccc1CC(=O)NCCc1ccccc1	1	2.7	5	4	-9	3.0	-1.8	6	1	8	-0.1
CCOC(=O)c1c2c3c(cccc3n(C)c1=O)C(=O)c1ccccc1-2	0	0.1	-36	3	-10	-0.3	2.0	-4	-18	-10	0.0

Results, previewed entries included:
SMILES	PKA-R2B act	phage Ecoli inh	PfHsp90 set2	Tat transport	Mot1-301 SUMO	AddAB inh	OPRM1-OPRD1 ag	HTR5A inv ctr	PKA-R1A act	OPRM1-OPRD1 inv	Ecoli viability
CC(=O)NC(CC(=O)Nc1cccc(S(=O)(=O)N2CCOCC2)c1)c1ccccc1 (stereo not given)	0	2.9	-9	0	x	x	-0.9	14	-5	6	x
COc1ccccc1-n1cnnc1SCC(=O)Nc1cc(C)on1	1	2.5	4	-1	3	-1.7	-1.7	9	-11	12	-1.7
CC(=O)c1cccc(N(CC(=O)NC2CCCC2)C(=O)CNC(=O)c2cccs2)c1	7	0.0	-1	-1	-9	5.6	-3.4	-25	7	18	-1.5
CCCSc1nnc2n(N)c(=O)c3ccccc3n12	8	2.3	9	3	147	-1.0	-1.8	-3	6	9	0.8
COCCNC(=O)COc1ccc(C)c(C)c1	-4	0.8	5	-1	-17	1.9	-0.2	-9	7	1	0.4
CN1CCC(N(C)S(=O)(=O)c2ccc(NC(=O)COc3ccc(F)cc3Cl)cc2)CC1	5	2.5	-22	-1	-20	4.2	-3.0	-10	2	16	5.8
COc1ccc(C2c3ccc(O)cc3Oc3ncn(CCCO)c(=N)c32)cc1 (stereo not given)	0	4.7	24	5	3	-1.6	-2.6	0	-12	13	-0.6
COc1ccccc1CC(=O)NCCc1ccccc1	1	2.7	5	4	-9	3.0	-1.8	6	1	8	-0.1
CCOC(=O)c1c2c3c(cccc3n(C)c1=O)C(=O)c1ccccc1-2	0	0.1	-36	3	-10	-0.3	2.0	-4	-18	-10	0.0
Cc1nc2c(C)cccn2c1/C(O)=C1\C(=O)C(=O)N(CCN(C)C)C1c1ccncc1 (stereo not given)	-8	3.3	4	9	-4	0.6	0.5	-9	-17	-3	-0.5
COc1ccccc1NC(=O)NCc1ccccc1F	9	4.7	-15	-1	-9	1.5	-2.8	-7	2	13	-0.9
CC(C)(C)C(=O)Nc1nc(-c2ccccc2)ns1	1	-0.4	x	-1	102	6.5	1.9	15	0	-10	2.8
CC(=O)CCN1C(=O)NC2(CCCc3ccccc32)C1=O (stereo not given)	5	0.5	25	16	-21	-0.9	-3.5	1	9	18	3.0
CN1C(=S)SC2CS(=O)(=O)CC21C (stereo not given)	-8	0.8	0	-5	517*	1.5	-1.0	-2	3	5	3.4
Cc1ccc(CN2CCN(c3ccccc3Cl)CC2)o1	0	2.5	5	5	-7	-1.1	0.6	-2	-13	-3	-2.4
Cc1cc(NS(=O)(=O)c2ccc(NC(=O)CCCOc3ccccc3)cc2)no1	0	1.1	-14	-6	3	-0.6	-1.9	9	9	11	-0.2
CCOc1cc(/C=C2\SC(=O)N=C2N)ccc1O	-10	4.5	-6	-4	-24	6.1	-5.0	5	7	22	1.7
COc1ccc(C(=O)Nc2nc3ccc4nc(C)sc4c3s2)cc1	-5	0.4	2	-6	12	2.6	-1.8	-11	1	10	-1.4
CCOC(=O)c1ccc(NC(=O)N2CCN(S(C)(=O)=O)CC2)cc1	1	1.7	12	-3	-3	0.8	0.3	-22	-6	-2	2.6
NC(=O)C1CCN(C(=O)c2ccc(NS(=O)(=O)c3ccc(Br)s3)cc2)CC1	-10	1.6	x	-5	x	x	-2.5	9	-6	13	x
O=C(CN1C(=O)c2ccccc2C1=O)Nc1ccc(S(=O)(=O)NCC2CCCO2)cc1 (stereo not given)	0	1.7	x	0	-22	0.8	0.5	4	-6	-3	-2.6
C=CCNC(=O)CC(=O)N/N=C/c1ccc(F)cc1	1	2.9	-12	-4	3	1.3	-2.6	5	-3	13	0.8
CC(NS(=O)(=O)c1ccc(F)cc1)C(=O)NCc1ccncc1 (stereo not given)	6	2.5	7	2	529	5.1	-0.8	9	-1	5	0.6
Clc1ccc(-c2noc(CCCOc3ccccc3)n2)cc1	-16	x	x	-8	-14	1.3	3.0	9	5	-16	0.6
Cc1nc(-c2cnn(-c3ccccc3)c2)c2cc(C)oc2n1	-2	-0.8	3	1	0	2.8	-0.5	-16	5	2	-0.8
Clc1ccc(OCc2nc(-c3ccncc3)no2)c(Cl)c1	-1	3.9	-80	-5	87	2.0	0.5	-5	1	-3	0.6
O=P(O)(O)c1ccccc1OCCOCCOc1ccccc1P(=O)(O)O	9	0.0	-11	-11	702	-4.2	-0.9	-2	-12	5	-0.7
COC(=O)c1sccc1S(=O)(=O)N1CCCC(N(C)CCc2ccccn2)C1 (stereo not given)	2	2.5	x	0	-17	-1.2	-0.2	-9	-1	1	1.6
CCN(CC)C(=O)CSc1nnc(-c2ccc(S(=O)(=O)NCc3ccccc3Cl)cc2)o1	6	1.9	x	-4	20	-2.0	0.3	-11	-8	-2	-1.2
COc1ccc(NC(=O)CN2C(=O)CSC2=O)cc1	3	2.6	15	-1	x	-2.4	-1.9	-29	-1	10	0.4
COc1ccccc1NC(=O)c1ccc2snnc2c1	8	2.8	-2	5	-8	-0.4	-1.6	11	5	8	-2.2
CCCOc1ccc(C2CC(=O)Nc3cc(OC)c(OC)cc32)cc1 (stereo not given)	-2	2.9	-13	-13	-10	x	-1.1	1	-6	5	x
O=C(COC(=O)Cc1c(Cl)cccc1Cl)NC1CCCC1	-4	-1.3	x	-3	-13	0.3	-2.1	-17	2	8	2.4
Cc1cccc(N(CC(=O)N/N=C/c2ccc(OCC(=O)NCc3ccco3)cc2)S(C)(=O)=O)c1C	3	2.1	-1	0	-13	4.5	-1.4	7	-5	8	1.9
O=C(c1cccc(S(=O)(=O)N2CCCCCC2)c1)N1CCN(c2ccccc2)CC1	-16	2.7	-20	9	91	1.3	-0.7	-21	-1	3	-0.5
COc1ccc(/C=C2\N=C(c3ccc(C)cc3)OC2=O)cc1	-4	3.1	-2	5	-1	2.1	-2.7	-2	8	14	0.0
Cc1cccc(-c2noc(CCC(=O)Nc3ccccc3)n2)c1	7	2.5	-1	8	132	3.1	0.5	-25	10	-3	0.1
CC(C)CC(CO)N1CCN(C(=O)c2ccc(Cl)cc2Cl)CCC1=O (stereo not given)	5	-1.8	7	1	-11	2.8	-2.5	-14	2	15	-0.5
COC(=O)CNC(c1ccccc1Cl)c1cc(Br)ccc1NC(=O)CCN1CCOCC1 (stereo not given)	1	2.0	-46	1	-2	2.7	-1.8	-23	1	8	-1.5
CCCn1c(N)c(N(CCOC)C(=O)/C=C/c2ccc(C(=O)OC)cc2)c(=O)[nH]c1=O	-5	3.0	10	4	8	-0.2	-1.5	11	5	8	2.0
Cc1ccccc1C(=O)Nc1ccccc1C(=O)NC1CC1	-2	-0.2	-1	3	8	5.7	0.0	10	0	0	0.5
O=C1C2C(C(=O)N1/N=C/c1cc([N+](=O)[O-])ccc1O)C1C=CC2C12CC2 (stereo not given)	-1	3.9	-13	1	20	1.5	-3.3	21	-14	19	2.7
Cc1ccc(CNc2nc(N)c([N+](=O)[O-])c(NCCO)n2)cc1	17	1.8	-22	-3	-11	0.2	-1.9	-2	9	10	-1.6
Cc1cc(C)c2cc(CN(CC3CCCO3)C(=S)NCc3ccco3)c(=O)[nH]c2c1 (stereo not given)	x	2.6	-18	12	-7	2.0	x	x	x	x	1.4
CC(C)C(O)(C(=O)NNc1ccccc1)C(C)C	-1	-1.4	10	2	583*	1.8	-2.8	-19	-10	15	1.1
Cc1cc(N2CC(C(=O)Nc3nccs3)CC2=O)ccc1C(C)C (stereo not given)	11	3.0	23	8	4	1.2	2.0	-3	-1	-11	1.3
O=c1[nH]n(-c2cccc3cccnc23)c(=O)c2ccccc12	4	-1.1	x	5	5	1.0	-0.6	22	5	4	3.5
Cc1ccccc1-c1cc(C(=O)NCc2ccc3c(c2)OCO3)nn1CC1CC(c2cccc([N+](=O)[O-])c2)=NO1 (stereo not given)	-2	1.8	-18	1	-4	4.1	-0.9	-30	-4	5	0.3
CCN(CCn1cccn1)Cc1nc(Cc2cccc(F)c2)no1	8	2.0	20	-1	15	6.0	-1.0	3	-4	5	-1.3
COC(=O)c1ccc(C(=O)N2CCCC(N3CCN(c4ccc(F)cc4)CC3)C2)nc1 (stereo not given)	0	2.3	22	1	184	6.3	0.2	-27	3	-1	2.4
Cc1ccc(CO/N=C\Cc2snc(Sc3ncc(C(F)(F)F)cc3Cl)c2C#N)cc1	5	1.5	10	-4	83	3.2	0.2	-12	2	-1	-0.6
CCCCNC(=O)COCc1cc(-c2ccc3c(c2)OCO3)on1	2	3.1	-21	-5	18	-1.8	-2.4	3	1	11	0.1
